PG9 binder: small molecules binding HIV-1 gp120 antibody PG9; TR-FRET gp120-PG9 antibody binding; inhibition, % at 6.7 µM; 360,000 compounds, 0.43% hits; in the data active means inhibition above about 8.5%
LEDGF integ inh: blocks HIV-1 LEDGF/p75-dependent DNA integration; 370,000 compounds, 0.64% hits; AID 743269; inhibition, % at 3.7 µM; TR-FRET IN-LEDGF/p75 DNA integration, Eu/Cy5;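 active means inhibition above the screen-wide mean plus 3 SD, cut at about 13% in these data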;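 further: signal is the Cy5 over europium emission ratio at 671 and 618 nm; 0% = plate median of compound wells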
TCR CD3 inh: inhibitors of human TCR-CD3 interaction; TAMRA-labeled TCR probe fluorescence, biochemical; inhibition, % at 9.4 µM; 360,000 compounds, 0.37% hits; AID 651800; in the data active means inhibition above about 19%;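 further: recombinant mutant TCR 2C K166C tagged with TAMRA read by polarization; 0% = receptor in buffer alone and 100% = receptor with positive control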
mABHD4 FP: inhibitors of mouse ABHD4 | purified mABHD4, FP-Rh probe fluorescence polarization | AID 720543 | 370,000 compounds, 0.54% hits | inhibition, % at 8.92 µM;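 active means inhibition exceeding the mean over every tested compound plus 3 SD, cut at about 30% in these data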;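 further: 0% = plate median of compound wells and 100% = S159A mutant with DMSO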
Target sequence (Q8VD66 whole entry, looked up): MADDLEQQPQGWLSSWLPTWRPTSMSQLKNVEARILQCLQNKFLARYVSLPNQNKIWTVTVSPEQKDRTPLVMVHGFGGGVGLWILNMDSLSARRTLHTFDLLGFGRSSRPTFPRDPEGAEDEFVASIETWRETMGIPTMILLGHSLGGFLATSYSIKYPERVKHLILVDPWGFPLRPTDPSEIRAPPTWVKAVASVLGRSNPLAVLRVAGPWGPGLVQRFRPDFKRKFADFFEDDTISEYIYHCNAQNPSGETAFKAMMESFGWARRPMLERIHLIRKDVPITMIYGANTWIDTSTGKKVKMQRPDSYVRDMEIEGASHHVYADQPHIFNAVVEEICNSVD
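assay system = mABHD4 protein | compound dosing = single nominal dose of 8.92 µM, 0.89% DMSO final | read-out basis = percent inhibition of probe binding, normalized to plate controls | schedule = Enzyme–compound pre-incubation 45 min, then probe 60 min, both 25 °C | detection = fluorescence polarization, excitation 525 nm, emission 598 nm, BODIPY TMR filters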
PRMT1 inh: PRMT1 (human) inhibition, primary screen | Q99873 | recombinant PRMT1, activity-based probe fluorescence polarization | inhibition, % at 2.79 µM | 370,000 compounds, 1.3% hits | AID 652257;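 active means inhibition above about 21% made by adding two undisclosed values, limit read from the data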
Rev-erbA mod: modulators of human Rev-erb alpha DNA binding; 370,000 compounds, 0.79% hits; activity, % at 10 µM; AID 1259318; Rev-erbα–FITC-DNA binding, fluorescence polarization, 90 min; P20393;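 active means activity above about 14%, limit read from the data; passing the limit was not always enough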;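 further: 0% = DMSO wells with 35 nM protein and 100% = DMSO wells with 750 nM protein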
SIAE inh: inhibitors of human sialic acid acetylesterase SIAE; 370,000 compounds, 0.69% hits; inhibition, % at 9.66 µM; Q9HAT2; SIAE FP-Rh probe binding, fluorescence polarization; AID 1053197;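 active means inhibition above a cutoff: mean of compounds within the control limits plus 3 SD of those, cut at about 17% in these data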;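 further: 0% = plate median of compound wells and 100% = probe without SIAE protein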
HTRA1 inh: blocks human HTRA1 serine peptidase. Q92743. recombinant HTRA1, FP-rhodamine activity-based probe, fluorescence polarization. inhibition, % at 5.96 µM. 340,000 compounds, 0.5% hits; in the data active means inhibition above about 36%;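 further: 0% = enzyme with DMSO and 100% = wells lacking enzyme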
TDP2 inh: TDP2 (human) inhibition, absorbance primary screen | O95551 | 370,000 compounds, 0.34% hits | recombinant TDP2, T5PNP hydrolysis, p-nitrophenol absorbance 415 nm | AID 720702 | inhibition, % at 12.8 µM;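 active means inhibition above the mean of all tested compounds plus 3 SD, set per campaign, cut at about 25% in these data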;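 further: 0% = DMSO with enzyme and 100% = buffer with substrate but no TDP2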
Target sequence (O95551 whole entry, looked up): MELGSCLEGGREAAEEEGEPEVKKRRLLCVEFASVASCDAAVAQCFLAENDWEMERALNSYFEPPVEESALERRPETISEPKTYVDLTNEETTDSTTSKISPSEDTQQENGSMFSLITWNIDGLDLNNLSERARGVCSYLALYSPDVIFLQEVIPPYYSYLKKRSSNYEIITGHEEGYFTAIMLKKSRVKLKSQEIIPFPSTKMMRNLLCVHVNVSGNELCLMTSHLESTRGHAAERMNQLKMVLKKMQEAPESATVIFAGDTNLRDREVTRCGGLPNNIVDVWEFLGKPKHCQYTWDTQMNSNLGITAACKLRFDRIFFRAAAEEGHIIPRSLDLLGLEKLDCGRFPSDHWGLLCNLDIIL
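Test system: human TDP2 enzyme; Input: 120 nM TDP2 per well; Buffer or medium: Mg2+-containing Tris-HCl buffer, pH 7.5; Reagent: 5 mM T5PNP; Dosing: 12.8 µM single point, 1% DMSO; Incubation: reaction 2 h, 37 °C; Detection: p-Nitrophenol epi absorbance; Read-out: % inhibition relative to enzyme-containing and enzyme-free wells; Replicates: single well per compound.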
rCAG RNA binder: r(CAG) repeat RNA binding; TO-PRO-1 dye displacement fluorescence; inhibition, % at 3 µM; 370,000 compounds, 1.3% hits;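 active means inhibition above the plate cutoff, the mean of all test compounds on that plate plus 3 SD, cut at about 35% in these data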;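 further: 0% = DMSO alone and 100% = 100 µM mitoxantrone as full dye displacement; higher means more dye released from RNA so lower well fluorescence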
Active calls of the source: *.

SMILES	PG9 binder	LEDGF integ inh	TCR CD3 inh	mABHD4 FP	PRMT1 inh	Rev-erbA mod	SIAE inh	HTRA1 inh	TDP2 inh	rCAG RNA binder
CC1CCCCN1C(=O)c1cccc(NC(=O)c2ccccc2)c1 (configuration not stated)	-0.6	-2	0	10	1	4	2	-5	8	-5
O=C(CSc1nc2[nH]ncc2c(=O)[nH]1)Nc1cccc([N+](=O)[O-])c1	-1.5	-2	0	-2	-2	-2	-2	5	-1	4
Fc1cccc(NC(=S)NCCc2ccccc2)c1	-3.2	5	1	-8	0	6	-2	-4	-1	-2
O=C(Nc1ccc2c(c1)OCCO2)c1cccnc1Oc1ccccc1	-1.7	4	-10	1	-1	-2	7	-2	-6	10
CCOC(=O)C1=C(C)NC(C)=C(C(=O)OCC)C1C(=O)OCC(=O)NCc1ccco1	-0.7	0	-2	-8	-2	2	0	4	-7	-2
COC(=O)CCCNC(=O)c1ccc2[nH]c(C)c(C)c2c1	0.0	2	1	-1	-9	4	8	6	-3	0
CCN(CC)S(=O)(=O)c1cc(C(=O)N2CCc3ccccc32)ccc1Cl	1.6	1	-7	-11	5	0	-2	-5	-8	-2
CC(=O)N1c2ccc(S(=O)(=O)NCCC(=O)Nc3ccccc3C)cc2CC1C (configuration not stated)	-0.4	2	2	7	-2	3	-3	1	-10	-3
COc1cccc(CC(NC(C)=O)C(=O)NC2CCN(S(=O)(=O)c3ccc(C)cc3)CC2)c1OC (configuration not stated)	-0.6	-5	-7	-4	3	-5	-10	-1	-10	-3
O=C(NCCCn1ccnc1)c1ccco1	0.8	3	0	2	1	2	2	0	5	2
COc1cccc(C2C(C(C)=O)=C(O)C(=O)N2Cc2ccco2)c1 (configuration not stated)	-0.1	4	1	-1	1	-4	-1	4	-2	0
O=C(Nc1cccc(Cl)c1)OCc1cnc(Cl)s1	0.4	2	0	-4	-1	3	-4	-23	-9	-1
COC(=O)C1CCCN1C(=O)COc1ccc(Cl)cc1Br (configuration not stated)	0.1	-2	6	-5	-2	3	3	-3	-5	1
CC(=O)Nc1ccc(S(=O)(=O)N2CCN(C(=O)c3ccccc3F)CC2)cc1	1.4	-4	-5	-1	3	-1	-7	7	-1	-3
COc1ccc(OCc2nnc(SC(C)C(=O)Nc3ccc(N4CCOCC4)cc3)n2C)cc1 (configuration not stated)	-0.1	5	10	-3	-2	0	4	3	2	-1
O=[N+]([O-])c1ccc2nc(-c3ccc(Cl)cc3)n(OCc3ccccc3)c2c1	-0.6	1	2	-9	0	5	-1	-40	-2	6
CC1c2[nH]c3ccccc3c2CCN1S(C)(=O)=O (configuration not stated)	-2.0	-7	-3	0	0	-4	-4	1	-8	2
O=C(Nc1ccc(Br)cc1)Nc1ccccc1Cl	-2.1	-2	-1	-16	-3	3	1	-5	6	5
COc1cc(C(=O)OCC(=O)NCC2CCCO2)cc(OC)c1OC (configuration not stated)	0.3	1	9	-2	-3	-5	3	-6	-2	2
CCNC(=S)Nc1ccc(Cl)cc1Cl	-0.6	1	6	6	-2	5	4	2	-3	3
COc1ccc(NC(=O)Nc2ccc3c(c2)C(=O)N([C@H](C)CO)C[C@H](C)[C@@H](CN(C)C(=O)NC2CCCCC2)O3)cc1	-0.9	1	-1	4	1	-2	1	3	3	2
CN(C(=O)COC(=O)c1ccc(=O)n(Cc2ccccc2)n1)c1ccccc1	-0.8	1	-2	-5	5	3	-3	-14	10	-7
CC(C)CC1(C)NC(=O)N(CC(=O)Nc2ccc3c(c2)OCCO3)C1=O (configuration not stated)	-1.8	-4	-3	2	-1	1	0	3	0	0
O=C(C[C@H]1C/C=C\C[C@H](Cc2ccc(F)cc2)C(=O)O[C@@H](c2ccccc2)CNC1=O)NCCO	-0.1	1	-1	8	-2	-1	0	3	5	-9
C/C(Cc1ccccc1)=N\NC(=O)c1cc(C(C)(C)C)[nH]n1	0.3	-3	4	-1	-1	4	-16	-2	-7	-3
Cc1noc(C)c1S(=O)(=O)N(C)C[C@H]1OCCCC[C@@H](C)Oc2ccc(NC(=O)CCCN(C)C)cc2C(=O)N([C@H](C)CO)C[C@@H]1C	-1.4	-2	0	0	-3	-3	10	2	-2	7
Cc1ccccc1Cn1c(-c2cncs2)nc2ccccc21	-2.8	2	-4	-1	1	1	10	-15	-3	5
Cc1nc2ccccc2n1CCc1ccccc1	0.6	3	5	1	0	6	6	-1	0	-4
CC(C)CNC(CC(=O)Nc1cccc([N+](=O)[O-])c1)C(=O)O (configuration not stated)	-0.8	-3	7	-4	0	-5	8	2	4	0
O=C(NCC1CCCO1)c1cc(C(=O)C2CC2)c[nH]1 (configuration not stated)	0.8	0	-9	3	3	3	-5	3	4	0
CC(Sc1nnc(-c2ccccc2)c(-c2ccccc2)n1)C(=O)Nc1ncc(Cl)cc1Cl (configuration not stated)	-4.3	2	7	-6	1	-7	-4	1	-7	7
Cc1cc(Br)ccc1NC(=O)C1C2CCC(O2)C1C(=O)O (configuration not stated)	0.0	0	11	6	1	9	1	2	8	-1
COc1ccccc1/C=C/C=N/N1CCN(Cc2ccc(Cl)cc2)CC1	-0.7	-2	6	3	1	-2	4	-1	-1	-3
Nc1nc(SCc2ccc(Br)cc2)n[nH]1	-0.7	4	3	3	2	-5	-1	4	-2	-2
Cc1ccc(CN2CCNC(=O)C2CC(=O)N(C)Cc2cnccn2)cc1 (configuration not stated)	-0.1	-4	10	7	1	-6	-2	1	-4	2
O=C(c1ccc(NS(=O)(=O)c2ccccc2)cc1)N1CCCCCC1	-2.0	-3	2	1	-3	0	-2	-1	5	-2
C=CCNCCCCOc1ccc(OCC)cc1	-1.2	0	-1	1	-1	7	6	-1	-3	1
CN(C(=O)COc1ccc(Cl)cc1)C1(C)CCS(=O)(=O)C1 (configuration not stated)	1.1	-6	-6	0	3	-6	-2	3	-18	-4
Cc1ccc([C@H]2C[C@@H](n3cc(C4CC4)nn3)[C@H](O)CN2C(=O)c2cccs2)cc1	-0.7	0	-7	-6	5	-4	0	-2	4	2
Nc1nonc1-n1nnc(C(=O)N/N=C/C2CCCCC2)c1-c1ccccc1	-0.6	-3	2	-7	1	-4	5	-5	-4	4
CCOC(=O)N1CCN(C(=O)c2ccccc2Oc2ccccc2)CC1	3.3	1	-3	-2	3	-3	1	-8	6	-11
COc1cc(OC)cc(C(=O)Nc2ccccc2-c2nnn(CC(N)=O)n2)c1	-0.7	-5	-7	-6	3	-2	-12	-10	2	5
CC1=CC(c2ccccc2)n2nc(NS(=O)(=O)c3ccc(C)cc3)nc2N1 (configuration not stated)	0.5	1	1	1	-2	-3	12	4	5	13
COc1cc(NS(=O)(=O)c2ccc(F)cc2)c(OC)cc1NC(C)=O	0.9	2	11	5	1	-3	6	4	9	2
CCOc1ccc(N2C(=O)C(Cl)=C(N3CCOCC3)C2=O)cc1	-1.4	2	2	1	18	1	11	5	6	5
Cc1ccc2c(c1)N(C(=O)CCC(=O)N1CCC(C(N)=O)CC1)CCO2	1.8	-1	-2	3	-3	1	-1	8	1	0
Cc1nnc2ccc(-c3cccc(NC(=O)c4ccc(Cl)nc4)c3)nn12	2.9	0	8	2	1	0	-7	-1	2	2
Cc1nc2ccc(C(=O)Nc3cccc([N+](=O)[O-])c3)cc2s1	-2.0	4	13	-11	0	-2	-10	-19	5	6

Seven of these compounds, reformatted.
structure | PG9 binder | LEDGF integ inh | TCR CD3 inh | mABHD4 FP | PRMT1 inh | Rev-erbA mod | SIAE inh | HTRA1 inh | TDP2 inh | rCAG RNA binder
C=CCNCCCCOc1ccc(OCC)cc1 | -1.2 | 0 | -1 | 1 | -1 | 7 | 6 | -1 | -3 | 1
CN(C(=O)COc1ccc(Cl)cc1)C1(C)CCS(=O)(=O)C1 (configuration not stated) | 1.1 | -6 | -6 | 0 | 3 | -6 | -2 | 3 | -18 | -4
Cc1ccc([C@H]2C[C@@H](n3cc(C4CC4)nn3)[C@H](O)CN2C(=O)c2cccs2)cc1 | -0.7 | 0 | -7 | -6 | 5 | -4 | 0 | -2 | 4 | 2
Nc1nonc1-n1nnc(C(=O)N/N=C/C2CCCCC2)c1-c1ccccc1 | -0.6 | -3 | 2 | -7 | 1 | -4 | 5 | -5 | -4 | 4
CCOC(=O)N1CCN(C(=O)c2ccccc2Oc2ccccc2)CC1 | 3.3 | 1 | -3 | -2 | 3 | -3 | 1 | -8 | 6 | -11
COc1cc(OC)cc(C(=O)Nc2ccccc2-c2nnn(CC(N)=O)n2)c1 | -0.7 | -5 | -7 | -6 | 3 | -2 | -12 | -10 | 2 | 5
CC1=CC(c2ccccc2)n2nc(NS(=O)(=O)c3ccc(C)cc3)nc2N1 (configuration not stated) | 0.5 | 1 | 1 | 1 | -2 | -3 | 12 | 4 | 5 | 13

Back to the main list; the two compounds before the break are reprinted first.
SMILES	PG9 binder	LEDGF integ inh	TCR CD3 inh	mABHD4 FP	PRMT1 inh	Rev-erbA mod	SIAE inh	HTRA1 inh	TDP2 inh	rCAG RNA binder
Cc1nnc2ccc(-c3cccc(NC(=O)c4ccc(Cl)nc4)c3)nn12	2.9	0	8	2	1	0	-7	-1	2	2
Cc1nc2ccc(C(=O)Nc3cccc([N+](=O)[O-])c3)cc2s1	-2.0	4	13	-11	0	-2	-10	-19	5	6
CCCCN1CC2([N+](=O)[O-])C=CC(=O)C([N+](=O)[O-])(C1)C2CC(=O)c1ccccc1 (configuration not stated)	-0.1	-2	1	8	2	3	1	1	3	10
O=C(Nc1ccccc1N1CCN(C(=O)c2ccccc2)CC1)c1ccc(Cl)cc1	0.4	4	0	-1	-1	-2	-4	-21	-3	-6
Cc1cccc(CSc2nn3c(=O)c(C)nnc3s2)c1	1.0	-2	4	6	0	-1	4	-3	10	1
CC1Sc2ccc(S(=O)(=O)CCC(=O)Nc3ccccn3)cc2NC1=O (configuration not stated)	-0.6	1	10	9	-1	2	8	3	8	0

A portion of the library; count on the stated rates, not on these rows.
